OX1R antag-1 – antagonists of human orexin 1 receptor (OX1R). inhibition, % at 6.6 µM. OX1R-expressing cells, FRET antagonist read-out. hit rate 1.8% among 330,000. O43613. AID 485270; in the data active means inhibition mostly above about 38%, no sharp cut-off; inactive means mostly below about 40%;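 further: 0% = agonist challenge alone and 100% = reference antagonist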
Target sequence (O43613 whole entry, looked up): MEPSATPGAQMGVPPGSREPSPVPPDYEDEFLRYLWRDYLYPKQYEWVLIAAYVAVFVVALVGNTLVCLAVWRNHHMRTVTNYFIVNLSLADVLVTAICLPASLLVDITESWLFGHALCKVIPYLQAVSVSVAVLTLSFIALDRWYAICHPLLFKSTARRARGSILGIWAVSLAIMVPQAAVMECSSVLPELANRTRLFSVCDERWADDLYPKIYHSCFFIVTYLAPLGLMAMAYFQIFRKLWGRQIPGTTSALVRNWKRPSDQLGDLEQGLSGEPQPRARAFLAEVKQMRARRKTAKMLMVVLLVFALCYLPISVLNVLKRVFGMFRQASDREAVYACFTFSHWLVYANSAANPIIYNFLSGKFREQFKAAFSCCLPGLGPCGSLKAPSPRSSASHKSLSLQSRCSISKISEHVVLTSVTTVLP
OX1R antag-2 – blocks the human orexin 1 receptor; O43613; CHO/OX1R cells, Fluo-8 calcium fluorescence, orexin A; inhibition, % at 5 µM; hit rate 0.43% among 330,000; AID 434989;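 active means inhibition above its plate's threshold, mean inhibition of all tested compounds on the plate plus 3 SD, cut at about 37% in these data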;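 further: 0% = orexin A challenge wells and 100% = SB-334867-A antagonist wells; not every result past the cut was called active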
An asterisk follows results filed as active.

1. COc1ccc(OCC(=O)OCC(=O)Nc2ccc(S(=O)(=O)N3CCCCC3)cc2)cc1
2. Cc1ccc(C)n1-c1cc([N+](=O)[O-])ccc1-n1ccnc1
3. O=C(CSc1nncn1-c1ccccc1)Nc1cc(F)ccc1F
4. CCSc1nc(-c2ccccc2)cc(=O)[nH]1
5. CCOC(=O)[C@@H]1[C@H]2COc3cc(OC)ccc3[C@@H]2N2C(=O)N(c3cccc(Cl)c3)C(=O)[C@@]12C
6. CCNS(=O)(=O)c1ccc(CCC(=O)Nc2ccc3c(c2)OCO3)cc1
screen / no.	1	2	3	4	5	6
OX1R antag-2	-10	-11	-18	-3	-17	-22
OX1R antag-1	1	16	9	17	11	-1

Structural class, those above with a carbonyl joined to an NH by a bond outside any ring (3)
1. COc1ccc(OCC(=O)OCC(=O)Nc2ccc(S(=O)(=O)N3CCCCC3)cc2)cc1
3. O=C(CSc1nncn1-c1ccccc1)Nc1cc(F)ccc1F
6. CCNS(=O)(=O)c1ccc(CCC(=O)Nc2ccc3c(c2)OCO3)cc1
screen / no.	1	3	6
OX1R antag-2	-10	-18	-22
OX1R antag-1	1	9	-1

Next section:
7. CN1CCN(S(=O)(=O)c2ccc(Oc3cccc(C(F)(F)F)c3)nc2)CC1
8. CC(=O)Nc1ccc(S(=O)(=O)N[C@@H](C)C(=O)OCC(=O)NC2CCCC2)cc1
9. Cc1nnc(C)c2c(C)n(C(c3ccccc3)c3ccccc3)c(C)c12
10. CCC(=O)Nc1nonc1-c1nc2ccccc2n1Cc1cccc2ccccc12
11. O=C(c1ccc(Br)cc1)c1cc([N+](=O)[O-])ccc1N1CCOCC1
12. O=C(O)CCn1c(-c2ccccc2)cc2c1CCCC2=O
screen / no.	7	8	9	10	11	12
OX1R antag-2	-15	-15	-14	-38	-40	-14
OX1R antag-1	15	3	10	16	10	10

13. COc1ccc(-c2nnc(CSc3nc4ccccc4c(=O)n3CC(C)C)o2)cc1OC
14. O=C(Cc1ccc(Cl)cc1)NC1CCCCCC1
15. CC(=O)OC(COc1ccccc1)Cn1cnc2ccccc21 (centres undefined)
16. Cc1cc(C)cc(NC(=S)NCCSc2ccc(Cl)cc2)c1
17. Cc1cc(C)c(C)c(C(=O)C2OC(=O)C(C)(C)C(=O)C2(C)C)c1C (centres undefined)
18. CCOC(=O)CSc1nnc(C)n1N
screen / no.	13	14	15	16	17	18
OX1R antag-2	-31	-9	-3	-18	-28	-5
OX1R antag-1	27	15	23	25	22	29

19. O=C(c1cc(-c2ccco2)nc2ccccc12)N(Cc1nnc(-c2ccc(Cl)cc2)o1)C1CC1
20. CCOC(=O)c1c(C)nc2sc3c(=O)n(-c4ccc(C(C)=O)cc4)nnc3c2c1-c1ccc(OC)cc1
21. COc1ccc(NS(=O)(=O)c2cccc(C(=O)NCc3cccnc3)c2)cc1
22. Cc1ccc(N=CNc2ccc(C)cc2C)c(C)c1
23. CC(C)C(NC(=O)c1ccco1)C(=O)OCC(=O)Nc1ccc(C(N)=O)cc1 (centres undefined)
24. COc1ccccc1-n1c(-c2cc(-c3ccc(F)cc3)n[nH]2)n[nH]c1=S
screen / no.	19	20	21	22	23	24
OX1R antag-2	-9	-16	-12	-14	0	-26
OX1R antag-1	21	9	6	1	7	12

25. O=C(NC(=S)NNC(=O)c1ccco1)c1ccc(F)cc1
26. CC(C)(C)C(=O)CSc1ncccn1
27. CNC(=O)c1ccc(Nc2nc(-c3ccccc3)nc3ccccc23)cc1
28. O=C(CNC1CCCCCC1)Nc1ccc(N2CCCC2)cc1
29. COc1cc(CC(=O)NCc2ccccn2)cc(OC)c1OC
30. COc1ccc(CC(=O)N2CCC(n3nccc3NC(=O)C3CC3)CC2)cc1
screen / no.	25	26	27	28	29	30
OX1R antag-2	4	-17	4	-14	-12	-5
OX1R antag-1	2	9	22	17	8	13

31. CCOC(=O)C1=C(N)OC2=C(C(=O)CCC2)C1c1ccccc1OC (centres undefined)
32. O=C(CN1CCN(Cc2ccc(F)cc2)CC1)NCc1ccccc1
33. COC(=O)C(CC(=O)c1ccccc1)CC(=O)c1ccccc1
34. CC(CCc1ccccc1)NC(=O)c1nnc(Cc2ccc(Cl)cc2)o1 (centres undefined)
35. O=C(NCC1CC1)C1(S(=O)(=O)c2ccccc2)CC=CC1
36. Cc1ccc(NC(=O)c2cc(S(=O)(=O)N3CCc4ccccc43)cn2C)cc1
screen / no.	31	32	33	34	35	36
OX1R antag-2	-30	-9	-17	-34	-11	-4
OX1R antag-1	9	-6	10	11	17	13

Fetched one by one from above, 2 records:
13. COc1ccc(-c2nnc(CSc3nc4ccccc4c(=O)n3CC(C)C)o2)cc1OC
12. O=C(O)CCn1c(-c2ccccc2)cc2c1CCCC2=O
screen / no.	13	12
OX1R antag-2	-31	-14
OX1R antag-1	27	10

Later entries
37. O=C(Nc1ccnn1C1CCN(Cc2ccc(O)c(Cl)c2)CC1)C1CCCC1
38. CC(C)n1c(C(F)(F)F)nc2cc(C(=O)N3CCC(O)CC3)ccc21
39. CC(=O)Nc1ccc(NC2=CC(=O)CC(C)(C)C2)cc1
40. N#CCC(=O)NC1CCC(CC2CCC(NC(=O)CC#N)CC2)CC1 (centres undefined)
41. COc1ccc(NC(=O)CC2C(=O)N(C)C(=S)N2Cc2ccncc2)cc1 (centres undefined)
42. O=c1n(S(=O)(=O)c2cccc3cccnc23)c2ccccc2n1S(=O)(=O)c1cccc2cccnc12
screen / no.	37	38	39	40	41	42
OX1R antag-2	-5	-8	-14	7	-22	-7
OX1R antag-1	14	2	15	4	14	27

43. O=C(CNC(=O)C1COc2ccccc2O1)Nc1ccc(F)c(F)c1 (centres undefined)
44. C=CCn1c(-c2ccc(Cl)cc2)cnc1SC(C)C(=O)NC(N)=O (centres undefined)
45. NC(=O)c1cc([N+](=O)[O-])ccc1NCc1ccc(N)cc1
46. C/C(=N/NC(=S)Nc1cccc(C)c1)c1cccc([N+](=O)[O-])c1
47. CCc1nnc(NC(=O)C2CCCN2C(=O)Nc2ccc(C)cc2)s1 (centres undefined)
48. CCC(C)(C)C1CCC2(CC1)NC(=O)N(CC(=O)Nc1nc(-c3ccc(C)cc3)cs1)C2=O (centres undefined)
screen / no.	43	44	45	46	47	48
OX1R antag-2	-8	-25	-5	-17	-18	-20
OX1R antag-1	-1	23	28	18	22	-6

49. Cc1cc2cc3c(cc2nc1SCC(=O)N1c2ccccc2CC1C)OCO3 (centres undefined)
50. Cc1cccn(Cc2c(F)cccc2Cl)c1=O
51. CC(C)C(NS(=O)(=O)c1ccccc1)C(=O)N1CCCCCC1 (centres undefined)
52. C=CCN(C(=O)c1ccc2snnc2c1)c1ccccc1
53. Cc1noc(C)c1COC(=O)c1ccc2c(c1)OCCO2
54. CC1=C(C(=O)OC(C)C)C(c2c(O)ccc3ccccc23)NC(=O)N1 (centres undefined)
screen / no.	49	50	51	52	53	54
OX1R antag-2	-12	-20	-18	-12	-12	-11
OX1R antag-1	8	11	1	7	12	21

55. O=C1C2CC=CCC2C(=O)N1Nc1ccccc1 (centres undefined)
56. COc1cc(C)c(NC(=O)c2cccc(S(=O)(=O)N3CCCC3)c2)cc1OC
57. Cc1cccc(C)c1OCc1cc(C(=O)N2CCN(c3ccc(F)cc3)CC2)no1
58. COc1ccc(C(=O)n2c(N)nc3ccccc32)cc1OC
59. Cc1ccccc1OCC(=O)OCC(=O)Nc1ccc2c(c1)OCO2
60. CC(=O)N1N=C(c2ccc(Cl)cc2)OC1(C)C
screen / no.	55	56	57	58	59	60
OX1R antag-2	3	-41	-9	-21	-8	7
OX1R antag-1	0	7	8	6	6	11

61. CCN(CC)S(=O)(=O)c1cc(NC(=O)CN2CCN(c3ccccn3)CC2)ccc1C
62. O=C(c1cccc(NC2=NC3CS(=O)(=O)CC3S2)c1)N1CCN(c2ccc(F)cc2)CC1 (centres undefined)
63. Fc1ccc(OCc2nn3c(Cn4nnc5ccccc54)nnc3s2)cc1
64. O=S(=O)(NC1CCSc2ccccc21)c1ccccc1 (centres undefined)
65. COc1cccc(/C=N/NC(=O)CN(CCc2ccccc2)S(=O)(=O)c2ccc(NC(C)=O)cc2)c1
66. COc1ccc(CC(=O)NNC(=S)NC(=O)c2cccnc2)cc1
screen / no.	61	62	63	64	65	66
OX1R antag-2	-25	4	-13	-3	-18	-10
OX1R antag-1	10	1	13	13	38	5

67. CCCCC1CCCOC(C(=O)NCCNCCO)(C(F)(F)F)C1 (centres undefined)
68. CS(=O)(=O)N1CCC(C(=O)NCC2CCCO2)CC1 (centres undefined)
69. Cc1ccc(-c2nc(C=Nc3cccc(C)c3)c(O)o2)cc1
70. CC1(C)CC(=O)C2=C(C1)N(CCN1CCOCC1)C1=C(C(=O)CC(C)(C)C1)C2c1cccc(F)c1
71. COC(=O)c1sc(SC)c(-c2ccon2)c1C
72. CCC1CCC2(CC1)NC(CO)(CO)CO2 (centres undefined)
screen / no.	67	68	69	70	71	72
OX1R antag-2	3	4	-40	-32	-19	-7
OX1R antag-1	22	10	29	24	11	5

A draw from above in order of heavy-atom count, falling:
70. CC1(C)CC(=O)C2=C(C1)N(CCN1CCOCC1)C1=C(C(=O)CC(C)(C)C1)C2c1cccc(F)c1
69. Cc1ccc(-c2nc(C=Nc3cccc(C)c3)c(O)o2)cc1
71. COC(=O)c1sc(SC)c(-c2ccon2)c1C
screen / no.	70	69	71
OX1R antag-2	-32	-40	-19
OX1R antag-1	24	29	11

Following part
73. Cc1ccc2nc(SCC(=O)NCc3ccco3)c(C#N)cc2c1
74. CC1CCCC(NC(=O)Cn2cc([N+](=O)[O-])ccc2=O)C1C (centres undefined)
75. c1ccc(NC2=Nc3ccccc3CC2)cc1
76. COc1cc(O)ccc1/C=N/NC(=O)c1ccc([N+](=O)[O-])cc1
77. CC12CCC(C(=O)NCc3ccccc3)(OC1=O)C2(C)C (centres undefined)
78. CC1CCCN(CCCN2C(=O)C3C(C(=O)Nc4ccc(Cl)cc4)C4C=CC3(O4)C2C(=O)NC2CCCCC2)C1 (centres undefined)
screen / no.	73	74	75	76	77	78
OX1R antag-2	-12	-20	-12	-12	-7	0
OX1R antag-1	25	8	9	35	5	9

79. COc1ccc(OCC(=O)N/N=C(\C)CC(=O)Nc2ccc(NC(C)=O)cc2)cc1
80. CCN(C(=O)CSc1nnc(C)n1Cc1ccccc1)C1CCS(=O)(=O)C1 (centres undefined)
81. CCOc1ccc(-c2noc(CCC(=O)NC3CCCCC3)n2)cc1OC
82. CCCCCCC1CC(/C(C)=N\NC(N)=O)OC1=O (centres undefined)
83. COC(=O)c1c(NC(=O)C2CC=CCC2C(=O)O)sc2c1CCCCC2 (centres undefined)
84. CC(=O)Nc1ccc(NC(=O)c2cc(-c3cc(C)c(C)cc3O)n[nH]2)cc1
screen / no.	79	80	81	82	83	84
OX1R antag-2	7	-5	4	-8	4	-11
OX1R antag-1	15	-13	27	15	15	6

85. COc1ccc(NC(=S)Nc2ccc(C)c(S(=O)(=O)N3CCCCC3)c2)cc1
86. COc1ccc2[nH]cc(CCNC(=O)COc3ccc4ccc(=O)oc4c3)c2c1
87. C[C@]12C(=O)N(c3cccc(Cl)c3)C(=O)N1[C@@H]1c3ccccc3OC[C@@H]1[C@H]2c1ccccc1
88. CC1CCCCC1NC(=O)COC(=O)CCC(=O)c1cccs1 (centres undefined)
89. CCOC(=O)c1ccc(NC(=O)C2CC3CCC2C3)cc1 (centres undefined)
90. O=c1[nH]c(=O)c2nc(-c3ccc(Cl)cc3)cnc2[nH]1
screen / no.	85	86	87	88	89	90
OX1R antag-2	-31	-25	-28	-3	-8	-5
OX1R antag-1	12	14	19	4	10	77*

91. COC(=O)c1cccc(NC(=O)CC2C(=O)NCCN2C(=O)c2ccc(F)cc2F)c1 (centres undefined)
92. FC(F)(F)c1ccc(Oc2ccc3ccccc3c2Br)nc1
93. CC1CCCN(CC(=O)Nc2ccc(S(=O)(=O)N3CCCCC3)cc2)C1 (centres undefined)
94. O=C(O)C1=C[C@@H](c2ccc3c(c2)OCO3)C[C@@H](OCCCCO)O1
95. CCN(CC)N=Nc1ccc(C(=O)O)cc1
screen / no.	91	92	93	94	95
OX1R antag-2	-10	-4	3	-16	-6
OX1R antag-1	16	7	7	2	14

High-throughput results: PubChem, The Scripps Research Institute Molecular Screening Center
